Bioassay records (PubChem BioAssay)
PfHsp90 set2 = growth inhibition of yeast expressing Plasmodium Hsp90; S. cerevisiae expressing PfHsp90, BacTiter-Glo ATP, 48 h; yeast lacking PDR1 and PDR3 efflux regulators; inhibition, % at 9.4 µM; 0.32% of 310,000 active; AID 504621;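 active = every replicate shows inhibition above about 80%, whatever the replicate mean, limit read from the data; inconclusive = mean inhibition reaches the set limit but some replicate falls short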;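 note: 0% = DMSO neutral controls and 100% = 20 µM radicicol positive controls; yeast relying on Plasmodium falciparum Hsp90 in place of its own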
Rtt109 Vps75 = blocks Candida albicans Rtt109/Vps75 acetyltransferase activity; purified Rtt109/Vps75, ThioGlo CoA-SH fluorescence, 4 h; 0.16% of 330,000 active; inhibition, % at 34.9 µM; AID 540336;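 active = inhibition of at least 50% in every replicate; inconclusive = best replicate reaches 50% inhibition but some replicates fall short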
Target sequence (Q5AAJ8 whole entry, looked up): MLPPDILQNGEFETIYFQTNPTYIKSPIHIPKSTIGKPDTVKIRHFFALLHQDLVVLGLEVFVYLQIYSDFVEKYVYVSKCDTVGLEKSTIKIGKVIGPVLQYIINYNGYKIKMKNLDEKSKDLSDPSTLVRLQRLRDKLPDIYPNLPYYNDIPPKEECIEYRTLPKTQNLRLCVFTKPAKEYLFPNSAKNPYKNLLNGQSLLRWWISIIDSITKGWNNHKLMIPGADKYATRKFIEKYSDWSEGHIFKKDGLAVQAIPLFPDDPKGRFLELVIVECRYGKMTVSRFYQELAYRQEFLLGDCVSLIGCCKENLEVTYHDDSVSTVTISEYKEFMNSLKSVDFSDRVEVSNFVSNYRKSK
C-LANA FP = KSHV C-LANA DNA binding inhibition; MBP-C-LANA/FAM-LBS DNA binding, fluorescence polarization; inhibition, % at 9 µM; 0.078% of 340,000 active;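 active = highest replicate inhibition at or above 60% at 9 µM, even if other replicates fall short; inactive = all replicates below 60% inhibition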;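 note: 0% = neutral control wells and 100% = 4 µM acridine orange control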
CDK5 p35 inh = blocks human CDK5/p35 kinase activity | 0.01% of 330,000 active | inhibition, % at 10 µM | Recombinant CDK5/p35, ADP-Glo luminescence, 60 min;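 active = highest replicate inhibition of at least 50% and at least 75% of replicates reaching 50%; inconclusive = only one of the two criteria met; inactive = both criteria failed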;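 note: plate controls were DMSO neutral control for no effect and GW8510 at 10 µM for full effect; many of its hits are not listed in these tables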
SUMO Mot1 rescue = SUMOylation pathway inhibition by Mot1-301 growth rescue; S. cerevisiae Mot1-301 growth rescue, ATP luminescence, 38.5C; percent above DMSO median, 100 means doubled; AID 2716; 1% of 320,000 active; growth rescue, % at 18.8 µM;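 active = every valid replicate shows activation above 250% relative to neutral control wells; inactive = the rest, any valid replicate at or below 250%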;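 note: OY570 slx delta 5 strain wells were the positive control but not used for scaling; some compounds called inactive have numbers as strong as hits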
cardiac RTF act = cardiac RTF calcium sensitization; activation, % at 7.2 µM; IANBD-labeled TnC RTF fluorescence at EC20 calcium; 0% EC20 calcium, 100% full calcium; 0.24% of 340,000 active; P19429+P45379;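 active = activation above the mean over all tested compounds plus 3 SD, cut at about 30% in these data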;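 note: rise in fluorescence read as greater calcium sensitivity of cardiac thin filaments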
dFosB activator = enhances mouse delta FosB homodimer DNA binding | P13346 | 0.99% of 340,000 active | purified delta FosB, TAMRA-CDK5 oligo fluorescence polarization; percent of positive-control signal above neutral wells | activation, % at 25 µM;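 active = mean activation above about 17%, with every replicate also reaching it, limit read from the data, passing the limit was not always enough; inconclusive = only one of the two conditions met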;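 note: fluorescence polarization rise as delta FosB binds a TAMRA Cdk5 AP-1 oligo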
Target sequence (P13346 whole entry, looked up): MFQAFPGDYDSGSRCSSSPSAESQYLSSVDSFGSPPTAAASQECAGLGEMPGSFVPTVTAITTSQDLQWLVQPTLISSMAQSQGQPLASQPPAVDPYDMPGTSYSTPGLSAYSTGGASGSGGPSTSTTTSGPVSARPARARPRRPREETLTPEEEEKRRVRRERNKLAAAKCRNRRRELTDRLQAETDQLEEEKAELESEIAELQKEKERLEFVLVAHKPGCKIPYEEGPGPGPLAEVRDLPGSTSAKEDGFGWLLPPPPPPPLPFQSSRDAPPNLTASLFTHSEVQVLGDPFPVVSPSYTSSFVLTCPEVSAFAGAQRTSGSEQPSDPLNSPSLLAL
PvdQ acylase = P. aeruginosa PvdQ acylase inhibition; AID 488965; purified PvdQ acylase, fluorescence plate reader; 0.063% of 340,000 active; inhibition, % at 10 µM; in the data active = inhibition above about 30%, passing the limit was not always enough; inconclusive = no clear call, values can overlap the other calls;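 note: 0% = vehicle neutral wells and 100% = reference inhibitor wells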
NSD2 HMT inh = NSD2 (human) methyltransferase inhibition | O96028 | NSD2 peptide methylation, AlphaScreen, 120 min | inhibition, % at 12.5 µM | 0.54% of 310,000 active | AID 743445; in the data active = inhibition above about 50%
Cardiac RTF inh = cardiac RTF calcium desensitization; 0.12% of 340,000 active; AID 493244; inhibition, % at 7.15 µM; IANBD-labeled cardiac RTF, Ca2+ fluorescence;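 active = inhibition above the mean inhibition of all tested compounds plus 3 SD, cut at about 17% in these data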;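 note: assay run at fixed EC70 calcium of 1.6 mM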
Keap1 Nrf2 FP = Keap1-Nrf2 (human) interaction inhibition; Q14145; Keap1 Kelch-Nrf2 peptide fluorescence polarization, 1536-well; inhibition, % at 9.4 µM; 0.15% of 340,000 active; AID 504523; in the data active = inhibition above about 12%; inconclusive = no clear call, values can overlap the other calls; inactive = below about 7.3%;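 note: human Keap1 Kelch domain with fluorescein labeled Nrf2 9mer peptide probe; 0% = neutral control wells and 100% = peptide positive control; higher means more block of Keap1 binding to Nrf2 peptide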
* marks the source's active call; other numbers are inactive results; ? = inconclusive; . = no result given. Rows were taken by chance; overall some 3.2% were active at least once.

SMILES	PfHsp90 set2	Rtt109 Vps75	C-LANA FP	CDK5 p35 inh	SUMO Mot1 rescue	cardiac RTF act	dFosB activator	PvdQ acylase	NSD2 HMT inh	Cardiac RTF inh	Keap1 Nrf2 FP
CC(=O)c1ccc(NC(=S)NCc2ccc(Cl)cc2Cl)cc1	-9	10	2.3	-1.1	7	1	-2	-9	-1	-1	2
Cn1nc(-c2ccccc2)c(CSc2ccccc2Cl)c1Cl	-1	2	-1.0	0.9	112	6	-2	-10	-6	0	2
O=C(CSc1nc2[nH]ncc2c(=O)[nH]1)Nc1ccc(OC(F)(F)F)cc1	.	0	-1.0	-0.2	460	0	19*	-5	2	-1	-1
CCCN(CC(=O)Nc1ccc(C(C)=O)cc1)CC(=O)Nc1ccccc1C	-2	2	1.4	0.4	6	-1	-7	-10	-1	2	0
C/C(CC(=O)N(C(C)C)C(C)C)=N\NC(=O)COc1ccc(Cl)cc1Cl	-25	-7	-1.3	2.4	1	6	-5	2	0	-9	-8
Cc1csc(NC(=O)CSc2ncnc3ccccc23)n1	-4	2	1.3	-2.2	-13	-4	-19	-16	-6	3	-6
Cc1ccccc1Cn1c(=O)c2c(nc3n2CCCN3Cc2ccccc2)n(C)c1=O	6	-6	-1.3	-0.8	2	-5	-12	7	1	-4	4
CC1CCN(C(=O)CCCC(=O)N2CCC(C)CC2)CC1	20	0	1.8	-3.2	-8	2	1	-13	-3	-4	1
COc1ccc(CCn2c(C)cc3c(c2=O)C(c2ccc4c(c2)OCO4)C(C#N)=C(N)O3)cc1OC (configuration not stated)	-14	2	-0.8	-0.1	-4	6	51*	-5	1	4	-3
Cc1ccc(S(=O)(=O)N2CCN(C(=O)c3cc(S(=O)(=O)N4CCOCC4)ccc3Cl)CC2)c(C)c1	-1	-5	0.4	-2.3	.	2	-11	-18	-3	-5	-4
CN1CCC2(CC1)Nc1nc(SCc3ccc(Cl)cc3)nn1C1=C2CN(C)CC1	12	-2	-0.2	0.7	-5	-3	-10	-7	0	-7	6
O=C(CSc1nncs1)NCc1ccc2c(c1)OCO2	14	-13	-0.4	1.1	73	-1	-1	3	-7	-2	-4
COc1ccc(-c2csc(N(CC3CCCO3)C(=O)c3ccccc3)n2)cc1 (configuration not stated)	-17	-2	0.3	0.7	1	-8	-10	3	3	11	7
CC(C)=NNc1nc2c(c(=O)n(C)c(=O)n2C)n1CCc1ccccc1	-9	-3	2.4	0.5	6	3	6	6	5	3	-1
O=C(CCC(=O)N1CCN(c2ccccn2)CC1)Nc1nnc(C(F)(F)F)s1	-11	8	-1.7	-0.4	-12	-4	-5	-6	-3	-2	2
Cc1cccc(C(=O)NCC(=O)NCC2COc3ccccc3O2)c1 (configuration not stated)	.	0	-0.1	0.3	7	-4	1	-1	0	1	-2
CC1(C)Cc2c(c(=S)nc(-c3ccccc3)n2CCCN2CCOCC2)CO1	-2	7	-1.5	2.0	3	10	2	-9	-3	-8	-1
CN1CCN(C2=Cc3ccccc3Sc3cc(F)ccc32)CC1	1	17	-0.4	-0.9	3	-7	-6	-9	-2	10	2
CN1c2ccccc2C(C)(C)C12CC(CCl)=NO2 (configuration not stated)	13	3	1.6	.	.	-3	-1	8	-1	-5	1
Cc1cc(=O)oc2c3c(cc(OCC(=O)NC(Cc4ccc(Cl)cc4)C(=O)O)c12)OC(C)(C)CC3 (configuration not stated)	-16	-1	-0.6	-0.8	-11	6	-4	-4	.	1	-1
CO/N=C/CC(=O)c1ccc(OC)cc1	13	-2	-0.3	-1.0	51	-3	-1	1	-3	8	-1
COc1ccc(C(=O)NCC(=O)N/N=C/C(C)=C/c2ccccc2)cc1OC	1	?	-0.5	0.4	-14	4	-4	2	3	12	2
Cc1ccc(Cn2ncc3c(N4CCOCC4)ncnc32)cc1	.	-10	0.6	-1.1	5	-1	-6	-8	0	-4	-3
CCn1c(SCC(=O)Nc2ccc(S(=O)(=O)Nc3ccccn3)cc2)nnc1-c1ccncc1	-2	-7	-1.5	-1.0	-3	3	-1	-10	-2	0	1

A portion from further up, for reference:
SMILES	PfHsp90 set2	Rtt109 Vps75	C-LANA FP	CDK5 p35 inh	SUMO Mot1 rescue	cardiac RTF act	dFosB activator	PvdQ acylase	NSD2 HMT inh	Cardiac RTF inh	Keap1 Nrf2 FP
CC1CCN(C(=O)CCCC(=O)N2CCC(C)CC2)CC1	20	0	1.8	-3.2	-8	2	1	-13	-3	-4	1
COc1ccc(CCn2c(C)cc3c(c2=O)C(c2ccc4c(c2)OCO4)C(C#N)=C(N)O3)cc1OC (configuration not stated)	-14	2	-0.8	-0.1	-4	6	51*	-5	1	4	-3
Cc1ccc(S(=O)(=O)N2CCN(C(=O)c3cc(S(=O)(=O)N4CCOCC4)ccc3Cl)CC2)c(C)c1	-1	-5	0.4	-2.3	.	2	-11	-18	-3	-5	-4
CN1CCC2(CC1)Nc1nc(SCc3ccc(Cl)cc3)nn1C1=C2CN(C)CC1	12	-2	-0.2	0.7	-5	-3	-10	-7	0	-7	6
O=C(CSc1nncs1)NCc1ccc2c(c1)OCO2	14	-13	-0.4	1.1	73	-1	-1	3	-7	-2	-4
COc1ccc(-c2csc(N(CC3CCCO3)C(=O)c3ccccc3)n2)cc1 (configuration not stated)	-17	-2	0.3	0.7	1	-8	-10	3	3	11	7
CC(C)=NNc1nc2c(c(=O)n(C)c(=O)n2C)n1CCc1ccccc1	-9	-3	2.4	0.5	6	3	6	6	5	3	-1
O=C(CCC(=O)N1CCN(c2ccccn2)CC1)Nc1nnc(C(F)(F)F)s1	-11	8	-1.7	-0.4	-12	-4	-5	-6	-3	-2	2
Cc1cccc(C(=O)NCC(=O)NCC2COc3ccccc3O2)c1 (configuration not stated)	.	0	-0.1	0.3	7	-4	1	-1	0	1	-2
CC1(C)Cc2c(c(=S)nc(-c3ccccc3)n2CCCN2CCOCC2)CO1	-2	7	-1.5	2.0	3	10	2	-9	-3	-8	-1
CN1CCN(C2=Cc3ccccc3Sc3cc(F)ccc32)CC1	1	17	-0.4	-0.9	3	-7	-6	-9	-2	10	2
CN1c2ccccc2C(C)(C)C12CC(CCl)=NO2 (configuration not stated)	13	3	1.6	.	.	-3	-1	8	-1	-5	1
Cc1cc(=O)oc2c3c(cc(OCC(=O)NC(Cc4ccc(Cl)cc4)C(=O)O)c12)OC(C)(C)CC3 (configuration not stated)	-16	-1	-0.6	-0.8	-11	6	-4	-4	.	1	-1
CO/N=C/CC(=O)c1ccc(OC)cc1	13	-2	-0.3	-1.0	51	-3	-1	1	-3	8	-1
COc1ccc(C(=O)NCC(=O)N/N=C/C(C)=C/c2ccccc2)cc1OC	1	?	-0.5	0.4	-14	4	-4	2	3	12	2
